High-throughput results deposited in PubChem by several laboratories.
DNMT1 inh = inhibitors of human DNMT1. P26358. DNMT1 molecular beacon, Hinp1I cleavage, fluorescence. inhibition (reported as % activation of signal), % at 10 µM. 360,000 tested, 0.83% active. AID 588458; in the data active = inhibition above about 50%
Target sequence (P26358 504-1616 limits assumed): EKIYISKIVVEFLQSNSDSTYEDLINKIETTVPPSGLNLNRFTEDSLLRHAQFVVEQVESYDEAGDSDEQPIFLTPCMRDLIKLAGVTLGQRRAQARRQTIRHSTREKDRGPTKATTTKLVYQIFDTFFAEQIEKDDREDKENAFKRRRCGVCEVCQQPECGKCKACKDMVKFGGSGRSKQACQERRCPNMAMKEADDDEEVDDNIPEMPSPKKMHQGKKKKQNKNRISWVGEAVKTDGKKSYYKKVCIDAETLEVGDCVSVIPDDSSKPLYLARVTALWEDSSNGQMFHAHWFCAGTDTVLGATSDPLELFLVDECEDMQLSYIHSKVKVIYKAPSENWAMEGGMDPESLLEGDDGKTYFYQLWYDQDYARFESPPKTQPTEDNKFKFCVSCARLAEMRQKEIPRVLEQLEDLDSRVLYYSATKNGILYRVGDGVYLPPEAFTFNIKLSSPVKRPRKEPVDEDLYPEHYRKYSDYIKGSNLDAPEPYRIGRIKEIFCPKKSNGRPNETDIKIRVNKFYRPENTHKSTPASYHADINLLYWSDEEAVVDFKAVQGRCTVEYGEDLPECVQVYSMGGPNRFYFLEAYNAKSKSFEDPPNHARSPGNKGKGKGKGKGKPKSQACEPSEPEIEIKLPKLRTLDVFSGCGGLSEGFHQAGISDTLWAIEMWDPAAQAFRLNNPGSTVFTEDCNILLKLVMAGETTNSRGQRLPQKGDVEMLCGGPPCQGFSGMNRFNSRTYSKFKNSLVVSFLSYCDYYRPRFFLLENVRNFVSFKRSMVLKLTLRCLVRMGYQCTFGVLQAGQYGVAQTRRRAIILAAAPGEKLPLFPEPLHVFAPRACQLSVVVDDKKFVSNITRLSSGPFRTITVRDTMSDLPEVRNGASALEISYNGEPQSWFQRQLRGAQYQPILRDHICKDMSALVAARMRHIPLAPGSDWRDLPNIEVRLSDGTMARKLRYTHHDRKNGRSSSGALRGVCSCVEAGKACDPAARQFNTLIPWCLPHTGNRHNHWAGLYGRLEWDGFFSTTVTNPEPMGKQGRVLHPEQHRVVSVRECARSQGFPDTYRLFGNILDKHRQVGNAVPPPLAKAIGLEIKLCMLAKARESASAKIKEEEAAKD
Rin1-Abl PPI inh = blocks binding of human Rin1 to Abl; P00519+Q13671; TR-FRET Rin1/Abl binding, biochemical; inhibition, % at 7.35 µM; 360,000 tested, 0.4% active; AID 588664; in the data active = inhibition above about 5%, passing the limit was not always enough
NadD inh = inhibitors of Staphylococcus aureus NadD. purified NadD enzyme, colorimetric absorbance read-out. inhibition, % at 20 µM. 360,000 tested, 0.78% active. AID 602399; in the data active = inhibition above about 26%; note: some compounds past the cut are filed as inactive
Rpn11 inh = inhibitors of human proteasome Rpn11; O00487; human 26S proteasome, Ub4-pepOG fluorescence polarization; 20S core pre-blocked with epoxomicin; calls only at 20 µM; 360,000 tested, 0.59% active; AID 588493;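 active = inhibition at 20 µM, scaled to each plate's controls, above about 33%, limit read from the data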
Neddylation inh = blocks human cullin neddylation | P61081+Q13564 | TR-FRET cullin neddylation, biochemical | calls only at 25 µM | 360,000 tested, 0.58% active; in the data active = inhibition above about 36%
Scp-1 inhibitor = blocks human Scp-1 phosphatase activity | Q9GZU7 | Recombinant Scp1, phosphopeptide, malachite green phosphate absorbance | inhibition, % at 20 µM | 340,000 tested, 0.88% active;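 active = inhibition above about 50% at 20 µM, limit read from the data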;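 note: plate controls were DMSO wells with enzyme for no effect and wells lacking enzyme for full effect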
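Test system: SCP-1 phosphatase catalytic domain, residues 76-261 | Compound dosing: One concentration, 20 µM, with 1.0% DMSO | Schedule: 45 min room-temperature reaction, 5 min colour, 30 min stabiliser | Detection: Absorbance at 630 nm | Read-out basis: % inhibition of SCP-1 phosphate liberation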
LMPTP block = blocks human LMPTP phosphatase; AID 651560; P24666; inhibition, % at 20 µM; recombinant LMPTP-A, OMFP fluorogenic substrate, fluorescence intensity; 360,000 tested, 0.22% active;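 active = compounds that cut the enzyme signal by at least half of the control window in the single-dose screen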;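 note: plate controls were DMSO wells with enzyme plus substrate for no effect and substrate without enzyme for full effect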
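Test system: LMPTP-A phosphatase enzyme; input: 0.625 nM LMPTP-A final; reagent: OMFP substrate, 400 µM final; compound dosing: 20 µM single dose, 3% DMSO; incubation: 50 min dark incubation at room temperature; measured by: endpoint fluorescence intensity from OMFP dephosphorylation; measure: % inhibition relative to no-enzyme and uninhibited control wells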
CSN inh = blocks human CSN-mediated cullin deneddylation; AID 651999; inhibition, % at 12.5 µM; Purified CSN, SCF-Nedd8-OG deneddylation, fluorescence polarization; 360,000 tested, 0.38% active; Q92905;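 active = pattern-corrected inhibition above about 35%, with an unprinted fluorescence ratio check between 0.5 and 1.5, limit read from the data, passing the limit was not always enough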;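 note: 0% = enzyme with substrate and 100% = substrate without enzyme; some results filed as inactive read as strong as hits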
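Assay system: HEK293T-derived human Csn5 enzyme; quantity: 0.24 nM enzyme; medium: Tris/NaCl/DTT buffer, pH 7.5; also added: substrate SCFSkp2-Nedd8OG, 10 nM; doses: 12.5 µM compound; schedule: 90 min reaction at room temperature; signal: FP; read-out: % inhibition of substrate cleavage by Csn5; benchmarks: substrate-only high control, full reaction low control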
SUMO1 PPI mod = alters human SUMO1 binding to SIM partners; P63165; SUMO1 binding to a labelled peptide, TR-FRET, 1 h; inhibition, % at 20 µM; 360,000 tested, 0.33% active; in the data active = inhibition above about 37%
STEP block = blocks human striatal-enriched tyrosine phosphatase | P54829 | recombinant STEP, OMFP fluorogenic substrate, fluorescence | inhibition, % at 20 µM | 360,000 tested, 0.25% active | AID 588621;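 active = inhibition at 20 µM, scaled per plate between control wells, above about 37%, limit read from the data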;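 note: 0% = DMSO with enzyme and substrate and 100% = substrate only without enzyme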
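Material: STEP (striatal-enriched tyrosine phosphatase) enzyme, cell-free; Compound dosing: 20 µM single dose in 1% DMSO; Technique: fluorescence read at 480 nm ex / 540 nm em; Times: reaction 20 min, ambient temperature; Medium: 50 mM Bis-Tris pH 6.0 with 2.5 mM DTT and 0.005% Tween 20; Also added: OMFP at 25 µM.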
Active calls of the source: *; i = inactive; · = not tested or not shown; + = active, no number.

Below each SMILES – DNMT1 inh, Rin1-Abl PPI inh, NadD inh, Rpn11 inh, Neddylation inh, Scp-1 inhibitor, LMPTP block, CSN inh, SUMO1 PPI mod, STEP block
CCOC(=O)c1ccc(NC(=O)CN2C(=O)CNC2=O)cc1
 : 2, -1, -1, i, i, -6, -1.5, 0, -2, 1
Cc1onc(-c2c(F)cccc2Cl)c1C(=O)OCC(=O)NC(N)=O
 : 8, 0, -8, i, i, -5, -2.0, 1, -2, -3
O=C(C1Cc2ccccc2CN1S(=O)(=O)c1cccs1)N1CCCCCC1 (configuration not stated)
 : 0, -1, -2, i, i, 0, -1.4, 5, -2, -1
CC1CCC/C(=C\Nc2ccc3c(c2)OCO3)C1=O (configuration not stated)
 : -8, 1, 13, i, i, -4, 2.6, -2, -4, -1
C=CCc1c(C)nc(SC)nc1Nc1ccc(C(=O)O)cc1
 : -5, -4, -2, i, i, -8, 0.5, -2, 5, 4
Cc1cc(C)cc(NC(=O)C2CCN(S(=O)(=O)c3ccc4[nH]c(=O)ccc4c3)CC2)c1
 : 4, -9, 14, i, i, 4, 0.2, -4, 2, 3
CCC1(CC)Cc2ccccc2-c2nc(NCCCO)[nH]c(=O)c21
 : 0, 0, -9, i, ·, -3, -2.0, -5, 2, 3
CSc1ccc(Cl)c(C(=O)OCC(=O)NC2CC2)c1
 : -4, -2, -8, i, i, -9, -0.6, 0, 0, -4
CCc1sc(-c2ccccc2)nc1C(=O)OC
 : 2, 0, -5, i, i, -1, -1.0, 3, -4, 2
CCCCCC[n+]1c(-c2ccccc2)csc1Nc1ccccc1
 : 11, 0, 14, i, i, 6, 1.1, -9, -1, -1
CS(=O)(=O)C1=NSC2=NC(=O)/C(=C\c3ccc(OS(=O)(=O)c4ccccc4)cc3)C(=N)N21
 : -3, 5, 6, i, i, -5, -1.3, 3, 11, 3
CC(C)NC(=O)CN1CCN(C(c2cc3ccccc3o2)c2nnnn2C(C)(C)C)CC1 (configuration not stated)
 : ·, ·, -5, ·, i, ·, -0.8, -2, 3, ·
CCOC(=O)C1C(=O)NC(N2CCN(c3ccccc3)CC2)=NC1c1ccco1 (configuration not stated)
 : 1, -5, 1, i, i, -15, -1.3, 2, 0, 6
COc1ccc2nc(NCCNC(=S)NCCCN3CCOCC3)c(C#N)cc2c1
 : -4, 2, -8, i, ·, -8, -2.8, -4, -8, 3
CCOc1cc(C(=O)NC(=S)Nc2ccc(Cl)c(C(=O)O)c2)cc(OCC)c1OCC
 : 1, -2, 0, i, i, 30, -2.4, 7, 1, 6
CC1Cc2ccccc2N1C(=O)CN1C(=O)NC2(CCCCC2)C1=O (configuration not stated)
 : 6, 4, 1, i, i, 0, -1.9, 2, -3, -1
Cn1c(NCc2ccco2)nc2c1c(=O)n(Cc1ccc(Cl)cc1)c(=O)n2C
 : 10, 1, -2, i, i, 10, 1.3, 4, 4, 4
CCOC(=O)Cc1csc(SCC(=O)NC2CCC(C)CC2)n1 (configuration not stated)
 : -3, 0, 1, i, i, 0, -7.3, 5, -24, 0
CNc1ccccc1C(C)(C)c1cc(-c2cc(C)cc(C)c2)no1
 : 3, -4, -1, i, i, -5, 3.9, -3, -3, 0
CN(C(=O)COC(=O)/C=C/c1cccs1)c1c(N)n(Cc2ccccc2)c(=O)[nH]c1=O
 : 0, 1, -3, i, i, 1, -0.1, -4, -25, 0
O=C(COc1ccc2ccccc2c1)N1CCN(C(=O)c2ccco2)CC1
 : 6, -2, 2, i, i, -1, 1.4, 4, 0, -4
COC(=O)C1CC(C(=O)OC)C2C(C(=O)OC)CC(C(=O)OC)C12 (configuration not stated)
 : 1, 0, -1, i, i, -2, -1.3, -1, -2, 0
Oc1ccccc1N1CCN(c2ccc3ccccc3n2)CC1
 : -8, 2, 0, i, i, -3, 7.5, 0, 10, 0
O=C(Cc1ccc(Br)cc1)Nc1ncc([N+](=O)[O-])s1
 : 14, 3, -8, i, i, 9, 3.1, 4, -5, -1
NS(=O)(=O)c1c(Sc2ccccc2C(=O)O)ccc2ccccc12
 : -2, -5, -4, i, i, -5, -2.7, -2, -9, -3
CC(=O)N1c2ccc(S(=O)(=O)N3c4ccccc4CC3C)cc2CC1C (configuration not stated)
 : 2, 3, -3, i, i, -7, 0.6, 2, -7, 1
N#CCCNc1c(Cl)cc(Cl)cc1C(=O)O
 : 8, 0, 1, i, i, 9, -2.0, -3, 4, 3
CN1CCN(Cc2ccc(-c3ccc(Cl)cc3)o2)CC1
 : 1, -2, -2, i, i, -9, -3.4, 0, -4, 0
O=c1c2cccc3c2c(nn1-c1ccccc1)-c1ccccc1-3
 : 42, -4, -5, i, i, -4, 8.3, 30, -8, -4
CN1OC(Cn2cc(C#N)c(=O)n(C)c2=O)CC1c1ccccc1 (configuration not stated)
 : 0, 3, -8, i, i, 2, 1.5, -14, -5, 2
COc1ccc(/C=C(\NC(=O)c2ccc(OC)cc2)C(=O)NC(CCSC)C(=O)O)cc1 (configuration not stated)
 : 3, 0, 1, i, i, -2, -3.6, 3, 0, -4
CCc1nnc(NC(=O)C(NC(=O)c2ccccc2Cl)C(C)C)s1 (configuration not stated)
 : 2, -2, -3, i, i, -3, -0.9, -2, -2, 2
Cc1cc(C(=O)NCc2cccc(Cl)c2)c2ccccc2n1
 : 0, -2, -1, i, i, -5, 0.1, 0, -2, 1
O=C(O)[C@H]1CCCN1S(=O)(=O)c1cccc2cccnc12
 : 1, 1, -3, i, i, -3, -1.0, -2, 0, -4
O=[N+]([O-])c1cccc(/C=N/n2c(C3CCCCC3)n[nH]c2=S)c1
 : 8, 0, 8, i, i, -2, 0.1, 2, -13, 2
Cc1c(C(=O)NN)sc(=S)n1C
 : 0, -2, -3, i, i, -5, -3.2, 4, -2, 2
Cc1ccc(C(=O)Nc2ccccc2C(=O)O)cc1S(=O)(=O)Nc1ccc(Br)cc1
 : -3, 0, 6, i, i, -10, 0.7, 3, 24, -2
COc1ccccc1-c1cc2nc(NCCc3ccc(S(N)(=O)=O)cc3)ccn2n1
 : 3, 4, -1, i, ·, ·, -0.5, 3, 5, -3
COc1cccc(CN2CCCC(C(=O)N3CCCCC3)C2)c1 (configuration not stated)
 : -2, 3, -6, i, i, -4, -0.9, -3, 3, 0
CC(=O)C[C@@H](O)CC(=O)[C@@H]1OC(=O)[C@H](C)C/C=C\Cc2ccccc21
 : 6, 4, 0, i, i, -4, -1.0, -6, 4, 6

Complete entries, looked up by structure. Order of values: DNMT1 inh	Rin1-Abl PPI inh	NadD inh	Rpn11 inh	Neddylation inh	Scp-1 inhibitor	LMPTP block	CSN inh	SUMO1 PPI mod	STEP block
`COc1ccccc1-c1cc2nc(NCCc3ccc(S(N)(=O)=O)cc3)ccn2n1` is entered as 3	4	-1	i	·	·	-0.5	3	5	-3
`CC(=O)C[C@@H](O)CC(=O)[C@@H]1OC(=O)[C@H](C)C/C=C\Cc2ccccc21` is entered as 6	4	0	i	i	-4	-1.0	-6	4	6
`O=C(O)[C@H]1CCCN1S(=O)(=O)c1cccc2cccnc12` is entered as 1	1	-3	i	i	-3	-1.0	-2	0	-4
`COc1ccc(/C=C(\NC(=O)c2ccc(OC)cc2)C(=O)NC(CCSC)C(=O)O)cc1` (configuration not stated) is entered as 3	0	1	i	i	-2	-3.6	3	0	-4

Other entries
Below each SMILES – DNMT1 inh, Rin1-Abl PPI inh, NadD inh, Rpn11 inh, Neddylation inh, Scp-1 inhibitor, LMPTP block, CSN inh, SUMO1 PPI mod, STEP block
COc1ncnc2c1ncn2CC1COC(C)(C)O1 (configuration not stated)
 : 5, -6, -3, i, i, 3, -1.4, 10, 8, -2
CCC(COC(=O)c1ccccc1)Oc1cc(NCc2ccccc2)c2ncn(C(C)C)c2c1 (configuration not stated)
 : -24, -1, 5, i, i, 8, 2.1, -3, -6, -2
CC(=O)Nc1cccc(-c2ccnc3c2CC(C(=O)Nc2ccc(Cl)cc2)O3)c1 (configuration not stated)
 : -2, 1, 6, i, i, ·, 0.7, 3, -10, -1
Cc1cc(C)cc(N(CC(=O)NCc2cccnc2)S(C)(=O)=O)c1
 : -1, -1, -3, i, i, -6, -1.6, 2, 1, 1
CC(=O)Nc1nonc1-c1nc2ccccc2n1CCC#N
 : -2, -1, -4, i, +, -10, -1.5, 4, 0, -1
CC(C)CNC(=S)N1CCC(NC(=O)C23CC4CC(CC(C4)C2)C3)CC1
 : -2, -5, 10, i, i, 4, -0.6, 5, -2, 4
O=S(=O)(c1ccc2ccccc2c1)N1CCC(c2nc(-c3ccncc3)no2)CC1
 : -7, 5, 2, i, i, 4, 4.9, 3, -5, 1
O=C(N/N=C/c1coc2ccccc2c1=O)c1cc2ccccc2o1
 : 7, 0, 2, i, i, 10, -1.3, 7, 2, 43*
CC(C)(C)OC(=O)Nc1ncnc2c1ncn2C1OC(CO)C2OC(C)(C)OC21 (configuration not stated)
 : 3, 0, 1, i, i, 5, -1.9, 0, -1, -2
NS(=O)(=O)c1ccc(Oc2ccc(S(N)(=O)=O)cc2)cc1
 : 1, -4, -5, i, i, -2, 0.0, -2, 2, 0
Cc1ccc(C(=S)N2CCN(Cc3ccccc3)CC2)cc1
 : 2, -2, -2, i, i, 2, 0.9, 2, -4, 87*
CC(C)C(c1nnnn1Cc1ccc(F)cc1)N1CCN(C2CCCCC2)CC1 (configuration not stated)
 : -1, -1, -8, i, i, -2, -2.3, -2, -2, -6
Nc1nc(NCCCN2CCOCC2)nc(Nc2ccccc2F)c1[N+](=O)[O-]
 : 8, -4, -6, i, i, -4, -0.3, 4, -20, -1
O=C1c2ccccc2C(=O)N1Cc1nc(-c2ccccc2)no1
 : -4, -2, -13, i, i, -9, -1.2, 4, -7, 0
OC(c1cccc(Cl)c1)c1nc(-c2cc3ccccc3o2)cs1 (configuration not stated)
 : -6, 4, -5, i, i, ·, 3.6, -5, -4, -2
CC(C)(C)c1cc[n+](-c2[nH]c(=O)sc2/C=N/N=C(\[O-])c2cccnc2)cc1
 : -1, -2, -8, i, i, -10, -0.3, 0, -29, -2
Cc1cc(C)n(CC(O)COc2ccccc2C(=O)Nc2ccccc2)n1 (configuration not stated)
 : 4, 2, -9, i, i, -3, 0.5, 2, 1, 0
Cc1cc(C)n(-c2ccc(C(=O)O)cc2)n1
 : -2, -4, -1, i, i, 4, -2.0, -6, -5, 0
CCC(=O)N1CCC(C)(C(=O)Nc2ccc3c(c2)OCCO3)C1 (configuration not stated)
 : -3, -2, -2, i, i, ·, -0.1, -3, -2, 2
CC(=O)NC1CC2CCCC(C1)N2C(=O)Nc1ccccc1 (configuration not stated)
 : 2, 2, -2, i, i, -2, -2.1, 4, 1, -2
COc1cc(OC)cc(C(=O)Nc2ccc(C(=O)c3ccncc3)cc2)c1
 : -3, -3, 2, i, i, 1, -0.2, -1, -2, 2
CCOC(=O)CNC(=O)C(=O)c1c(O)[nH]c2ccccc12
 : 2, 1, 3, i, i, -1, -2.3, -4, 0, 3
CCOC(=O)C1CCN(C(=O)C2CCN(c3nc4ccc(OC)cc4s3)CC2)CC1
 : -2, 1, -1, i, i, 5, -2.0, 4, 4, 2
